From PubChem BioAssay
Growth percent in the NCI-60 one-dose screen (48 h, 10 µM unless noted): 100 = growth as untreated, 0 = no growth, -100 = all killed.
MDA-MB-231: MDA-MB-231 breast cancer | hit rate 5% among 81,000
K-562: K-562 leukemia; hit rate 7.4% among 78,000; AID 1794777
MOLT-4: MOLT-4 leukemia cells; hit rate 6.9% among 80,000
MDA-MB-435: MDA-MB-435 melanoma; hit rate 7.8% among 82,000
MCF7: MCF7 breast cancer; AID 1794796; hit rate 6.3% among 82,000
RPMI-8226: RPMI-8226 leukemia cells; hit rate 7.5% among 77,000
MDA-MB-468: MDA-MB-468 breast cancer. hit rate 8.5% among 78,000
SR: SR leukemia cells. AID 1794780. hit rate 8.7% among 73,000
* = called active by the depositor; . = no result given; & = joins results of further samples. How the source made its calls: active means growth percent below 10; inactive means the rest.

SMILES	MDA-MB-231	K-562	MOLT-4	MDA-MB-435	MCF7	RPMI-8226	MDA-MB-468	SR
CC1(C)CC[C@]2(C(=O)N3CCCNCC3)CC[C@]3(C)C(=CC[C@@H]4[C@@]5(C)Cc6c([nH]c7ccccc67)C(C)(C)[C@@H]5CC[C@]43C)[C@H]2C1	80.9	14.6	20.6	96.0	22.0	72.8	93.7	.
CCN(CC)S(=O)(=O)c1ccc(S(=O)(=O)N2CCC[C@@H](C(=O)N3CCC(F)(F)CC3)C2)cc1	80.8	31.6	73.1	52.8	51.9	51.8	12.4	27.6
O=C1C(c2c[nH]c3ccccc23)=C(c2coc3ccc(F)cc23)C(=O)N1O	73.3	94.0	107.6	101.6	84.8	92.4	88.8	92.7
Cc1ccc(C)n1-c1nnc(N2CCCC(C(=O)NCCc3c[nH]c4ccccc34)C2)s1 (stereo not given)	79.1	95.2	80.9	102.8	81.8	80.2	76.1	85.5
CCOC(=O)C(c1ccccc1)c1ccccc1	100.9	.	.	100.0	100.6	.	102.7	.
COc1ccc2c(c1)CC/C(=C\c1cccnc1Br)C2=O	105.4	.	74.6	90.5	95.7	81.7	82.5	69.2
Cc1ccc(S(=O)(=O)N2CCN(C(=O)CSc3nc4ccc(C)cc4[nH]3)CC2)cc1	92.3	74.8	74.4	109.4	98.3	108.1	.	.
CCCCCC(/C=N/Nc1ccccc1)C(O)(C(F)(F)F)C(F)(F)F (stereo not given)	104.6	.	.	98.1	95.7	97.2	113.1	.
CC1(/C=N/NC(N)=O)NC(=O)NC1=O (stereo not given)	99.6	102.4	98.5	112.7	99.6	97.7	102.4	99.0
O=S(=O)(NCCCNc1nccc(-c2c(-c3cccc(F)c3)nc3occn23)n1)c1ccc(C(F)(F)F)cc1	93.0	55.2	45.8	79.6	.	73.0	87.9	83.0
CCC/C(=N/NC(N)=O)C(OC)OC	118.2	113.8	94.7	111.9	101.9	95.1	120.6	103.8
O=C1CSC(c2ccccc2)N1c1nnc(Cn2cnnc2)o1 (stereo not given)	71.7	80.8	84.4	91.5	49.5	84.9	84.6	72.0
CCOC(=O)c1c2c(c(C)n1C)-c1nn(Cc3ccc(OC)cc3)cc1CC2	98.2	69.1	69.4	100.1	99.3	77.8	.	71.2
COC12C=C/C(=C(/C(=O)OCc3nc4ccccc4s3)C(=O)CCCCCCCCC3(OC)C=C/C(=C(/C(=O)OCc4nc5ccccc5s4)C(=O)CCCCCCCC1)O3)O2	62.1	37.1	13.6	64.8	41.0	28.4	83.2	28.0
CCOC(=O)C(C#N)=C(C)C	110.8&114.1	107.4&104.8&101.1	98.1&81.8&97.0	105.6&104.2&107.2	92.4&100.5&100.5	103.9&102.4&99.7	106.4&106.6&100.7	87.5&84.1&89.1
C/C(=N\O)C1(O)CCCCC1	94.7	106.4	89.8	107.9	50.7	100.4	-10.0*	94.3
Cc1nc2ccccc2n1CC1C(=O)NC(=S)NC1=O	102.8	99.3	93.2	99.7	99.7	111.1	100.0	.
O=c1/c(=C/NC2CC2)sc2ncnn12	99.3	102.9	96.9	105.9	98.1	92.7	105.9	105.4
FC(F)(F)COc1ccc(-c2nnc(Nc3ccccc3)s2)cc1	98.1	42.6	75.9	91.2	78.8	86.6	109.5	60.7
CCC(=O)c1ccc2c(c1)N(CCCN1CCN(CCO)CC1)c1ccccc1S2	42.1	51.2	69.9	43.3	78.9	73.6	69.7	64.9
Fc1cc(-c2cnc3nonc3n2)c(Cl)cc1Cl	83.4	28.9	20.2	90.1	69.7	.	61.8	86.5
O=C1OC(CN2CCOCC2)CN1/N=C/c1ccc([N+](=O)[O-])o1 (stereo not given)	102.5&89.2	111.0	99.7&88.8	108.9&97.8	92.7&88.6	91.5&83.6	99.8&81.7	95.4
COc1ccc(/C=C2/CN(C(=O)c3ccc([N+](=O)[O-])cc3)C/C(=C\c3ccc(OC)cc3)C2=O)cc1	107.1	96.6	95.9	105.2	98.9	97.5	96.2	93.5
Cc1nc2sccn2c1-c1cn2ccsc2n1	81.3	.	.	95.9	-39.1*	65.0	.	.
O=C1/C(=C/c2cccc(OCCCc3ccccc3)c2)Oc2cc(O)ccc21	96.0	104.4	83.7	93.2	93.2	100.8	90.6	.

13 successive entries out of the list so far, for reference:
SMILES	MDA-MB-231	K-562	MOLT-4	MDA-MB-435	MCF7	RPMI-8226	MDA-MB-468	SR
CC1(C)CC[C@]2(C(=O)N3CCCNCC3)CC[C@]3(C)C(=CC[C@@H]4[C@@]5(C)Cc6c([nH]c7ccccc67)C(C)(C)[C@@H]5CC[C@]43C)[C@H]2C1	80.9	14.6	20.6	96.0	22.0	72.8	93.7	.
CCN(CC)S(=O)(=O)c1ccc(S(=O)(=O)N2CCC[C@@H](C(=O)N3CCC(F)(F)CC3)C2)cc1	80.8	31.6	73.1	52.8	51.9	51.8	12.4	27.6
O=C1C(c2c[nH]c3ccccc23)=C(c2coc3ccc(F)cc23)C(=O)N1O	73.3	94.0	107.6	101.6	84.8	92.4	88.8	92.7
Cc1ccc(C)n1-c1nnc(N2CCCC(C(=O)NCCc3c[nH]c4ccccc34)C2)s1 (stereo not given)	79.1	95.2	80.9	102.8	81.8	80.2	76.1	85.5
CCOC(=O)C(c1ccccc1)c1ccccc1	100.9	.	.	100.0	100.6	.	102.7	.
COc1ccc2c(c1)CC/C(=C\c1cccnc1Br)C2=O	105.4	.	74.6	90.5	95.7	81.7	82.5	69.2
Cc1ccc(S(=O)(=O)N2CCN(C(=O)CSc3nc4ccc(C)cc4[nH]3)CC2)cc1	92.3	74.8	74.4	109.4	98.3	108.1	.	.
CCCCCC(/C=N/Nc1ccccc1)C(O)(C(F)(F)F)C(F)(F)F (stereo not given)	104.6	.	.	98.1	95.7	97.2	113.1	.
CC1(/C=N/NC(N)=O)NC(=O)NC1=O (stereo not given)	99.6	102.4	98.5	112.7	99.6	97.7	102.4	99.0
O=S(=O)(NCCCNc1nccc(-c2c(-c3cccc(F)c3)nc3occn23)n1)c1ccc(C(F)(F)F)cc1	93.0	55.2	45.8	79.6	.	73.0	87.9	83.0
CCC/C(=N/NC(N)=O)C(OC)OC	118.2	113.8	94.7	111.9	101.9	95.1	120.6	103.8
O=C1CSC(c2ccccc2)N1c1nnc(Cn2cnnc2)o1 (stereo not given)	71.7	80.8	84.4	91.5	49.5	84.9	84.6	72.0
CCOC(=O)c1c2c(c(C)n1C)-c1nn(Cc3ccc(OC)cc3)cc1CC2	98.2	69.1	69.4	100.1	99.3	77.8	.	71.2

Later entries.
SMILES	MDA-MB-231	K-562	MOLT-4	MDA-MB-435	MCF7	RPMI-8226	MDA-MB-468	SR
CCOC(=O)c1c(C)nc2c(c1N)/C(=C/c1ccccc1[N+](=O)[O-])C(=O)N2Cc1cccc(OC)c1	98.1	96.8	90.1	99.7	87.7	83.9	100.9	93.8
COc1ccc(/C=C2/SC(N3CCN(c4ccc([N+](=O)[O-])cc4)CC3)=NC2=O)cc1	98.3	98.0	107.0	99.8	90.8	94.5	100.1	111.3
O=c1c2c(cc3c(O)[nH]c(=S)n13)-c1cc(F)ccc1N=2	97.6	101.8	101.3	105.6	94.3	106.7	100.1	95.5
Cc1nc(Nc2ccc(OCCCBr)cc2)c2cnn(-c3ccccc3)c2n1	80.4	102.2	93.6	107.5	82.4	.	98.9	85.2
CN1CCN(c2ccc3nc(-c4[nH]ncc4Nc4ncnc5c4OCCCN5)[nH]c3c2)CC1	-37.8*	7.5*	-22.5*	-80.1*	-57.2*	-36.3*	-76.3*	3.5*
FC(F)(F)c1cc2c(Cl)ncnc2n1CCN1CCOCC1	56.4	0.4*	20.2	86.4	89.0	103.0	40.1	-50.8*
Cc1ccc(Br)c([N+](=O)[O-])c1	117.0	116.3	74.5	108.3	113.9	104.9	114.9	90.6
N#Cc1ncc(-c2ccc(C(F)(F)F)cc2F)c(NC2CCCCCC2)n1	90.3	93.8	99.0	100.7	91.4	69.7	.	91.0
O=[N+]([O-])c1cccc2nsnc12	112.0	110.9	101.4	111.4	93.5	103.9	93.1	99.8
CN1C(=O)CNC(=O)[C@H](CO)NC(=O)[C@H](Cc2ccccc2)NC(=O)[C@H](CCCN=C(N)N)NC(=O)[C@@H]1Cc1ccc(O)cc1	98.4	102.7	100.4	100.3	95.1	107.7	106.2	107.0
CN1CCC=C(C(=O)O)C1	117.2	105.2	108.1	95.0	91.1	121.2	106.6	102.8
CCCC(O)C(C)(C(=O)O)c1ccccc1 (stereo not given)	95.3	117.7	110.2	100.7	97.4	108.8	93.0	108.6
Brc1ccc(C2CC(c3cccc(Nc4ccncc4)c3)=NN2c2ccccc2)cc1 (stereo not given)	84.4	4.1*	47.3	70.5	24.5	50.5	78.2	4.5*
CCCCCCCCCCCCCC1=NC(C)(C)CN1C(C)C	-56.7*	-49.5*	-58.5*	-57.3*	-41.3*	.	-61.4*	-46.5*
CCOC(=O)c1sc2nc(-c3cnccn3)cc(-c3cccs3)c2c1N	76.4	94.8	102.2	88.7	90.1	99.4	98.1	65.0
CC[C@]12C=CCN3CC[C@@]4(c5cc([C@@H]6CCC(=O)N6)c(OC)cc5N(C)[C@H]4[C@@](O)(C(=O)OC)[C@@H]1OC(C)=O)[C@@H]32	.	101.8	100.8	109.0	94.3	.	113.3	100.3
COc1cc(C(=O)C[n+]2cccc3ccccc32)cc(OC)c1OC	97.8	97.8	100.3	101.3	99.3	105.3	96.9	100.1
COc1ccc(C(=O)C2OC3=C(C(=O)CC(C)(C)C3)C2c2cccc(Oc3ccccc3)c2)cc1 (stereo not given)	87.5	87.2	83.4	90.8	89.3	85.7	94.3	71.2
COc1ccc(/C=N/NC(=O)c2cccc3cc[nH]c23)cc1O	55.2	27.8	38.2	-21.4*	8.9*	-19.4*	11.3	.
FC(F)(F)Sc1ccc(/C=C/c2cc(/C=C/c3ccc(SC(F)(F)F)cc3)n(-c3ccccc3)n2)cc1	89.5	91.0	95.6	91.7	89.0	93.9	95.8	91.4
O=C(CCCN1CCOCC1)Nc1ccc(Cn2nnc3c2C(=O)c2nnn(Cc4ccc(NC(=O)CCCN5CCOCC5)cc4)c2C3=O)cc1	5.8*	20.9	-21.5*	-78.9*	-58.6*	37.5	-74.7*	10.6
O=C(Nc1nc2ccc(Cl)cc2s1)c1ccc(Cl)cc1	98.6	96.3	95.8	90.9	99.6	95.1	114.4	94.3
CCCCC(CC)CN=C(N)NC(N)=NCCCCCCN=C(N)NC(N)=NCC(CC)CCCC (stereo not given)	-84.6*	.	-73.7*	-94.0*	-75.7*	-46.7*	-85.7*	-67.4*
O=c1oc2cc(NCCO)ccc2cc1-c1nc2ccccc2[nH]1	41.1	42.7	62.0	92.3	37.9	53.4	51.6	.
Cc1cc(O)c(C=NC(=S)c2ccccc2)c(=O)o1	112.9	98.6	102.5	101.6	97.0	115.2	135.6	87.6

Individual results from the results shown.
For MCF7, `O=C1/C(=C/c2cccc(OCCCc3ccccc3)c2)Oc2cc(O)ccc21` has 93.2
For K-562, `CC1(/C=N/NC(N)=O)NC(=O)NC1=O` (stereo not given) has 102.4

Further structures follow:
SMILES	MDA-MB-231	K-562	MOLT-4	MDA-MB-435	MCF7	RPMI-8226	MDA-MB-468	SR
O=C(Cl)C(Cl)(c1ccccc1)c1ccccc1	.	92.5	93.7	98.5	90.6	101.7	94.7	86.0
CC1=C(C#N)C(=O)NC1(C)O (stereo not given)	111.5	110.9	105.6	108.8	98.4	96.8	95.0	99.5
CCOC(=O)C(CBr)CBr	111.5	103.7	104.5	92.6	104.1	101.9	91.4	108.8
c1ccc(Nc2cccc3c(Nc4ccccc4)cccc23)cc1	87.0	94.1	91.4	113.7	74.5	88.7	43.5	.
O=C(Nc1cc(=O)[nH]c(=O)[nH]1)C(Cl)Cl	102.4	99.2	98.4	109.9	97.1	101.3	98.5	98.6
CC(=O)c1ccc(NC(=O)COc2ccc(C3SCC(=O)N3c3ccc(Br)cc3)cc2)cc1 (stereo not given)	90.6	90.8	96.8	102.3	89.6	89.6	92.0	77.0
CCOc1cccc(C/C(C)=C(/c2ccc(OCCN(C)C)cc2)c2ccc(OC(C)=O)cc2)c1	91.1	92.8	92.7	98.1	51.5	101.8	76.1	107.0
O=C(O)C1=C(CSc2nnnn2CS(=O)(=O)O)CS[C@@H]2C(NC(=O)[C@H](O)c3ccccc3)C(=O)N12 (stereo not given in full)	125.4	105.8	117.5	104.8	114.4	103.5	104.0	106.9
COc1ccc(C2C=C(c3cc(OC)c(OC)c(OC)c3)N=C3SC=CN32)c(Br)c1 (stereo not given)	64.1	72.1	70.0	73.1	71.5	53.6	80.0	73.1
COc1ccc(/C(C)=C(\c2ccc(OCCN3CCCCCC3)cc2)c2ccc(OC(=O)c3ccccc3)cc2)cc1	52.6	1.8*	17.4	63.0	13.5	19.5	61.3	-8.3*
